Compound activity deposited in PubChem BioAssay by several laboratories.
MrgX1 antag – human MrgX1 receptor antagonism, primary screen. Q96LB2. B-score at 10 µM. 1.3% of 310,000 active. MRGX1-HEK293 calcium flux, Fluo-4, BAM8-22 antagonism; hits give low values;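 active means calcium-response B-score plate-corrected more than 3 library SD below zero, starting fluorescence within 5 deviations, no agonist response on first addition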;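 further: peak minus trough fluorescence over baseline after final BAM8-22 challenge near maximal dose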
TRPC4 inh – inhibitors of mouse TRPC4 channel; Q9QUQ5; HEK293 TRPC4beta/mu-opioid, DAMGO-evoked Fluo4 calcium flux; hits give low values; B-score at 10 µM; 0.39% of 300,000 active; AID 2247;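 active means B-score over 3 SD under the library average, no early fluorescence shift, positive overall ratio signal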
Target sequence (Q9QUQ5 whole entry, looked up): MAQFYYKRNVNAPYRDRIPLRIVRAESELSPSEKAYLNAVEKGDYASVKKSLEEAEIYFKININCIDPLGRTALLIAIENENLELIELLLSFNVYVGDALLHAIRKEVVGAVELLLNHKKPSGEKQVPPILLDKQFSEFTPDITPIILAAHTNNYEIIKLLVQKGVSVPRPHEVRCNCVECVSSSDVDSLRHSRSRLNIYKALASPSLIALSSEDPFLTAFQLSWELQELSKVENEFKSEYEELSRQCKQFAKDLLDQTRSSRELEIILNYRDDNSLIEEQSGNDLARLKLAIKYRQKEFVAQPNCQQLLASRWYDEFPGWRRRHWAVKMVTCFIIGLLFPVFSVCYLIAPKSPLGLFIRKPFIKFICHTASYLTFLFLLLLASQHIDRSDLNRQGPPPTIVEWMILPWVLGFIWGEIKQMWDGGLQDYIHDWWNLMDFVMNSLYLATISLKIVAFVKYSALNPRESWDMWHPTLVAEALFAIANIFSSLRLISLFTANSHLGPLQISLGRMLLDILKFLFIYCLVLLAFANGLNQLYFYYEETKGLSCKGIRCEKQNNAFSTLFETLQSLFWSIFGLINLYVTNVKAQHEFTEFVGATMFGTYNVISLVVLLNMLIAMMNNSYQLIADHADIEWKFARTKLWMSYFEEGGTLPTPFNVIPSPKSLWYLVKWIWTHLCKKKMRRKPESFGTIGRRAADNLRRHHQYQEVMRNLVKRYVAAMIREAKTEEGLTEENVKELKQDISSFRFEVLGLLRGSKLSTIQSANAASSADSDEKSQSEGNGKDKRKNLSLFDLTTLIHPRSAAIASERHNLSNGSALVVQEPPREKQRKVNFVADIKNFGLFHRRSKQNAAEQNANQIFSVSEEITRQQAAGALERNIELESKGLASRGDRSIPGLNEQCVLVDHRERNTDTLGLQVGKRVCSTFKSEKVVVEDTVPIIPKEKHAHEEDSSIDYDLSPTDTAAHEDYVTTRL
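Assay system: HEK293 cells with stable TRPC4beta plus mu-opioid receptor expression. Dosing: single dose. Measured by: Fluo4 Ca2+ flux fluorescence. Also added: DAMGO in two steps, submaximal then maximal. Read-out: B score from integrated Fluo4 fluorescence ratio.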
PolyA inh – inhibitors of polyadenylation in S. cerevisiae; S. cerevisiae SKY197-pL101 polyadenylation reporter, beta-gal luminescence; efflux-impaired pdr1/pdr3 knockout yeast; score 100 = 6 SD above DMSO; calls only at 12 µM; 0.02% of 300,000 active; AID 1875;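 active means lowest replicate activity score at least 50, where 100 means six control SD above control mean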;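 further: yeast exposed to compound for 9 h at 30 °C; higher score means more reporter readthrough which indicates perturbed polyadenylation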
TRPC6 inh – blocks the mouse TRPC6 cation channel; HEK293-TRPC6, membrane potential dye, ACh-evoked depolarization; hits give low values; B-score at 10 µM; 1.1% of 310,000 active; Q61143;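 active means B-score under library mean minus 3 SD, initial fluorescence not abnormally high, positive integrated signal ratio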;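 further: B-score derived from integrated fluorescence ratio over the kinetic read; more negative B-score means stronger inhibition of depolarization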
AI-2 QS mod – modulates the Vibrio harveyi AI-2 quorum sensing system; Vibrio harveyi JMH597 AI-2 luminescence/OD600 ratio, 9 h; hits give low values; strain lacks LuxN and CqsS sensors; 0 = neutral-control median; activity change, % at 7.5 µM; 0.4% of 300,000 active; AID 2094; in the data active means activity change below about -75%, passing the limit was not always enough;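 further: luminescence divided by OD600 gain over 9 h not by final OD600 alone; inactives centre near 13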
TRPC4 act – opens the mouse TRPC4 cation channel. 0.49% of 310,000 active. AID 2237. B-score at 10 µM. Q9QUQ5. HEK293 TRPC4beta/mu-opioid, Fluo4 calcium fluorescence; hits give high values;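 active means B-score above 5 SD of library B-scores, and initial fluorescence ratio not above library mean plus 5 SD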;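 further: positive B-score marks a calcium rise read as TRPC4 activation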
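Incubation: 45 min room-temperature Fluo4 loading, 110 s read / System: HEK293 cells stably co-expressing mouse TRPC4beta and mu-opioid receptor / Signal: Fluo4 fluorescence, kinetic / Control set: buffer (low) and maximal DAMGO (high) / Measure: integrated baseline-normalised fluorescence ratio, converted to per-well B score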
TRPC6 act – mouse TRPC6 channel activation; 0.13% of 310,000 active; B-score at 10 µM; HEK293-TRPC6 membrane potential dye fluorescence; hits give high values; Q61143;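 active means B-score of the integrated fluorescence ratio above library mean plus 3 SD, and starting fluorescence ratio within library mean plus 5 SD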;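 further: higher score means more depolarization so channel activation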
MrgX1 PAM – human MrgX1 positive allosteric modulation, primary screen; Q96LB2; MrgX1-HEK293, Fluo-4 calcium flux, FDSS; hits give high values; B-score at 10 µM; 0.63% of 310,000 active; AID 588675;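 active means plate-corrected calcium response at least 3 library SD above typical, normal starting fluorescence, not activating the receptor alone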;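 further: compound read alongside a low EC10 to EC30 dose of BAM8-22 agonist; peak minus trough fluorescence over baseline measured at the second addition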
MrgX1 ag – human MrgX1 receptor agonism, primary screen | Q96LB2 | MrgX1-HEK293 cells, Fluo-4 calcium fluorescence, agonist mode; hits give high values | B-score at 10 µM | 0.44% of 310,000 active | AID 588627;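 active means calcium response B-score plate-corrected fluorescence ratio at least 3 library SD, with starting fluorescence B-score inside 5 SD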
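Material: MrgX1-expressing HEK293 cells; input: 15,000 cells per well; doses: test compound given as first of three sequential additions; schedule: overnight plating before 1 h dye loading; technique: Fluo-4 NW calcium-flux fluorescence, kinetic read; evaluation: baseline-normalised fluorescence change ratio, B-scored; control set: plate-wise positive and negative controls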
TRPC4 potent – TRPC4 (mouse) allosteric potentiation | Q9QUQ5 | HEK293 TRPC4beta/mu-opioid, DAMGO EC20, Fluo-4 Ca2+ flux; hits give high values | B-score at 10 µM | 0.42% of 310,000 active;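 active means B-score of calcium response area above 5 SD of library B-scores, with initial fluorescence ratio within 5 SD of library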;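 further: B-score of integrated fluorescence ratio over time as area under calcium response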
HIF act – HIF pathway transcriptional activation. U2OS HRE-luciferase reporter, luminescence; normalized: DMSO 0%, desferrioxamine 100%. activation, % at 7.5 µM (by protocol). 0.32% of 300,000 active;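 active means mean activation of at least 10% of the iron chelator positive control signal, with at least half of replicates also reaching 10%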
* hit, by the source's call; i = inactive; x = not tested or not shown. Some of the compounds tested; the hit share may differ from the screen's.

Each structure is followed by: MrgX1 antag, TRPC4 inh, PolyA inh, TRPC6 inh, AI-2 QS mod, TRPC4 act, TRPC6 act, MrgX1 PAM, MrgX1 ag, TRPC4 potent, HIF act
- COc1ccccc1CN(C)C(=O)C(NC(=O)Cc1cccc2ccccc12)C(C)C (stereo not drawn)
    i, i, i, i, 9.7, i, i, i, i, i, -0.6
- Cc1nn(-c2ccccc2)c(Cl)c1/C=N/NC(=O)c1ccccc1F
    i, i, i, i, 10.7, i, i, i, i, i, 4.0
- COC(CNC(=O)c1ccc2nc(-c3ccccc3)c(-c3ccccc3)nc2c1)OC
    i, i, i, i, 6.1, i, i, i, i, i, -0.4
- CCOc1ccccc1COC(=O)c1cccc(-n2cnnn2)c1
    i, i, i, i, 1.1, i, i, i, i, i, 0.8
- C=CCn1c(Sc2nncn2C)nc2c1c(=O)[nH]c(=O)n2C
    i, i, i, i, 13.6, i, i, i, i, i, -0.9
- C=CCOCCN(CC)CC
    i, i, i, i, 20.6, i, i, i, i, i, -1.5
- CCN1CCN(c2nc(-c3ccccn3)nc3ccccc23)CC1
    i, i, i, i, 20.2, i, i, i, i, i, 0.1
- Cc1oc(S(=O)(=O)N2CCCC2)cc1C(=O)Nc1ccc(F)cc1
    i, i, i, i, 11.5, i, i, i, i, i, -0.3
- Cc1ccccc1CN1C[C@@H]2C[C@@H](c3cnc(N4CCOCC4)s3)N3CCC[C@@]23C1=O
    i, i, i, i, 28.3, i, i, i, i, i, 0.3
- O=C(O)c1ccc(OCC(O)Cn2cnc3ccccc32)cc1 (stereo not drawn)
    i, i, i, i, 25.6, i, i, i, i, i, -0.8

Other results follow.
Each structure is followed by: MrgX1 antag, TRPC4 inh, PolyA inh, TRPC6 inh, AI-2 QS mod, TRPC4 act, TRPC6 act, MrgX1 PAM, MrgX1 ag, TRPC4 potent, HIF act
- Cc1ccc(C2(c3noc(CN(C)Cc4cnn(C)c4)n3)CCCC2)cc1
    i, i, i, i, 22.4, i, i, i, i, i, -0.9
- Cc1ccc(N(CC2CO2)S(=O)(=O)c2ccc([N+](=O)[O-])cc2)cc1 (stereo not drawn)
    i, i, x, i, -0.7, i, i, 7.39*, i, i, -0.7
- CCCOc1ccc(C(=O)c2nc3c(n2O)CCCC3)cc1
    i, i, i, i, 15.8, i, i, i, i, i, 0.4
- NC(=O)c1nnsc1Sc1c(C(N)=O)nnn1-c1cccc(N)c1
    i, i, i, i, 17.7, i, i, i, i, i, -0.7
- COc1ccc(CCNC(=O)CSc2ccc(-c3ccccc3)nn2)cc1
    i, i, i, i, 13.9, i, i, i, i, i, -0.6
- O=C1CN(C(=O)CSc2nc3cc(Cl)ccc3c(=O)n2Cc2ccccc2)c2ccccc2N1
    i, i, i, i, 20.8, i, i, i, i, i, -0.1
- CCOc1ccc(/C=N/NC(=O)c2ccc(Cn3cc(Br)cn3)o2)cc1
    i, i, i, i, 25.6, i, i, i, i, i, 0.2
- NC(=O)C1CCN(CC(=O)N2c3ccccc3CCc3ccccc32)CC1
    i, i, i, i, 1.9, i, i, i, i, i, 0.0
- CCOC(=O)N1CCC(NC(=O)c2sc(-n3cccc3)nc2C)CC1
    i, i, i, i, 23.5, i, i, i, i, i, 0.0
- COc1ccc(N2CCC(CNC(=O)Nc3ccc(Cl)cc3)C2)cc1 (stereo not drawn)
    i, i, i, i, 3.6, i, i, i, i, i, 0.6

(cont.)
Each structure is followed by: MrgX1 antag, TRPC4 inh, PolyA inh, TRPC6 inh, AI-2 QS mod, TRPC4 act, TRPC6 act, MrgX1 PAM, MrgX1 ag, TRPC4 potent, HIF act
- Cc1ccccc1Cn1c2ccccc2c2cnn(CC(=O)NCc3ccco3)c(=O)c21
    i, i, i, i, -1.7, i, i, i, i, i, 1.1
- COc1cc(CNCc2ccccn2)ccc1OCc1ccc(Cl)c(Cl)c1
    i, i, i, i, 35.1, i, i, i, i, i, 1.7
- COCC(C)n1c(=O)sc2ccccc2c1=O (stereo not drawn)
    i, i, i, i, 2.0, i, i, i, i, i, 0.1
- COC(=O)c1ccc(CNC(=O)/C=C/c2cc([N+](=O)[O-])ccc2OC(F)F)cc1
    i, i, i, i, 7.9, i, i, i, i, i, 0.2
- Cc1ccc(S(=O)(=O)NCC(c2cccnc2)N2CCc3ccccc32)cc1 (stereo not drawn)
    i, i, i, i, 20.9, i, i, i, i, i, -0.2
- COc1ccc(C2=NOC(C(=O)NC(C)(C)C)C2)cc1 (stereo not drawn)
    i, i, i, i, 12.5, i, i, i, i, i, 0.2
- O=c1c2c3c(sc2n2cnnc2n1Cc1ccccc1)CN(Cc1ccccc1)CC3
    i, i, i, i, 28.5, i, i, i, i, i, 0.0
- C=CCSc1nc(C)c(CC(=C)C)c(=O)[nH]1
    i, i, i, i, 46.7, i, i, i, i, i, -0.1
- CCOC(=O)C1CCN(c2cc(C)nc3ccc(OC)cc23)CC1
    i, i, i, -8.94*, 17.7, i, i, i, i, i, -1.3
- CCCCCCc1c(O)nc(SCCN(C)C)[nH]c1=O
    i, i, i, i, 23.7, 65*, i, i, i, i, -0.2

The list continues.
Each structure is followed by: MrgX1 antag, TRPC4 inh, PolyA inh, TRPC6 inh, AI-2 QS mod, TRPC4 act, TRPC6 act, MrgX1 PAM, MrgX1 ag, TRPC4 potent, HIF act
- COc1ccccc1N1CCN(c2ccc(Cl)nn2)CC1
    i, i, i, i, 31.5, i, i, i, i, i, -1.1
- Nc1cc(Cl)ccc1N1CCOCC1
    i, i, i, i, 9.3, i, i, i, i, i, 0.2
- CCOc1ccc(C(c2nnnn2Cc2ccccc2)N2CCN(C(=O)c3ccco3)CC2)cc1 (stereo not drawn)
    i, i, i, i, 2.8, i, i, i, i, i, -0.6
- CC(NC(=O)COc1ccc(-c2nnco2)cc1)c1ccc(Cl)cc1Cl (stereo not drawn)
    i, i, i, i, 27.4, i, i, i, i, i, -0.7
- Cc1nn(C)c(C)c1NS(=O)(=O)c1ccc(N2CCCC2=O)cc1
    i, i, i, i, 7.6, i, i, i, i, i, 0.5
- COc1ccc(C(c2nnnn2CS(=O)(=O)c2ccc(C)cc2)N2CCN(Cc3ccccc3)CC2)cc1 (stereo not drawn)
    i, i, i, i, 3.6, i, i, i, i, i, -7.3
- O=[N+]([O-])c1cccc(C(=S)N2CCCC2)c1
    i, i, i, i, 17.1, i, i, i, i, i, 0.0
- CCO[C@@H]1OC(C(=O)Nc2ccccc2)=C[C@H](c2ccc(C(F)(F)F)cc2)[C@H]1CCCO
    i, i, i, i, 29.6, i, i, i, i, i, 0.5
- CCOC(=O)C(C)Sc1cnccn1 (stereo not drawn)
    i, i, i, i, -1.9, i, i, i, i, i, -0.5
- CC(C)(C)NS(=O)(=O)c1ccc(NC(=O)CS(=O)(=O)Cc2ccccc2)cc1
    i, i, i, i, 24.2, i, i, i, i, i, -0.5

Following part:
Each structure is followed by: MrgX1 antag, TRPC4 inh, PolyA inh, TRPC6 inh, AI-2 QS mod, TRPC4 act, TRPC6 act, MrgX1 PAM, MrgX1 ag, TRPC4 potent, HIF act
- COC(=O)[C@@H]1C[C@]2(OC(=O)c3ccccc3)C=CC(=O)C[C@@H]2N1C(=O)OCc1ccccc1
    i, i, i, i, 18.5, i, i, i, i, i, 0.3
- COc1ccc(OC)c(S(=O)(=O)Nc2cc3c4c(c2)C(C)C(=O)N4CCC3)c1 (stereo not drawn)
    i, i, i, i, 13.6, i, i, i, i, i, 2.0
- COc1ccccc1NC(=O)CCC(=O)OCc1ccc(Cl)cc1
    -4.8*, i, i, i, 10.0, i, i, i, i, i, 0.6
- NC(=O)c1ccccc1NC(=O)c1cccc(C(=O)Nc2ccccc2C(N)=O)n1
    i, i, x, i, 0.6, i, i, i, i, i, -0.4
- COc1ccc2c(c1OC)C(=O)N(c1ccc(OCc3ccccc3)cc1)C2=O
    i, i, i, i, 9.3, i, i, i, i, i, -0.3
- Fc1ccccc1-c1nc2c(s1)CCc1onc(-c3ccc(Br)cc3)c1-2
    -5.38*, i, i, i, 20.6, i, i, i, i, i, 1.1
- Cc1cc(Nc2ccc(Cl)cc2)nc(N)n1
    i, i, i, i, -59.3, i, i, i, 34.7*, i, 3.1
- CN1CCN(C(=O)c2cc(Oc3c(F)c(F)c(F)c(F)c3F)cc(C(=O)N3CCN(C)CC3)c2)CC1
    i, i, i, i, 8.2, i, i, i, i, i, -0.1
- CCOc1ccc(NC(=O)CN2CCN(c3ccc(F)cc3)CC2)cc1
    -5.51*, i, i, i, -11.3, i, i, i, i, i, 0.5
- COc1ccc(/C=C2\SC(=O)N(CCC(=O)N(C)C3CCS(=O)(=O)C3)C2=O)cc1 (stereo not drawn)
    i, i, i, i, 22.7, i, i, i, i, i, 64.3*

(further entries)
Each structure is followed by: MrgX1 antag, TRPC4 inh, PolyA inh, TRPC6 inh, AI-2 QS mod, TRPC4 act, TRPC6 act, MrgX1 PAM, MrgX1 ag, TRPC4 potent, HIF act
- COc1ccc(C(=O)N/N=C/C(=O)c2ccccc2)cc1
    x, i, i, i, 15.6, i, i, x, x, i, 6.3
- COc1ccc(-c2csc3ncn(-c4ccccc4OC)c(=O)c23)cc1OC
    i, i, i, i, 2.2, i, i, i, i, i, -0.9
- O=C(COc1cccc2c1CCNC2=O)Nc1cccc(C(F)(F)F)c1
    i, i, i, i, 17.6, i, i, i, i, i, 0.1
- O=C(CN(c1ccc(Br)cc1)S(=O)(=O)c1ccc(Cl)c([N+](=O)[O-])c1)NCCc1ccccc1
    i, i, i, i, 18.0, i, i, i, i, i, -0.7
- O=C(NC(NC(=S)Nc1ccccc1C(=O)O)C(Cl)(Cl)Cl)c1cccc([N+](=O)[O-])c1 (stereo not drawn)
    i, i, i, i, 23.3, i, i, i, i, i, -0.8
- CCN1CCN(c2ccc(S(=O)(=O)N3CCOCC3)cc2NC(=O)c2sccc2C)CC1
    i, i, i, i, -1.7, i, i, i, i, i, 2.1
- CCc1ccc(-c2nn(-c3ccccc3)cc2CSC(=N)N)cc1
    i, i, i, i, 21.9, 260*, i, i, i, i, -9.1
- CC(=O)c1ccc(N(C(=O)CNC(=O)c2ccco2)C(C(=O)NC2CCCC2)c2ccco2)cc1 (stereo not drawn)
    i, i, i, i, 27.4, i, i, i, i, i, -0.4
- COc1ccc(-n2c(SCC(=O)Nc3cccc4ccccc34)nc(O)cc2=O)cc1
    i, i, i, i, 6.3, i, i, i, i, i, -0.5
